Vif-APOBEC3F blk: inhibitors of Vif-A3F interaction; HeLa A3F-eYFP + Vif (tagged APOBEC3F with the HIV-1 protein that degrades it), YFP fluorescence increase; Potency, µM (series often up to 46.1 µM), inactives show at the highest dose activity, negative = active; hit rate 0.2% among 390,000; further: potency means the concentration at half of the fitted maximal effect; % of control where 0% means no effect; nearly all actives have a fitted effect of over 65% in size
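HeLa cells stably expressing A3F-eYFP plus Vif, plated and incubated overnight at 37 deg C, then exposed to compounds overnight at 37 deg C. Blocked degradation read as raised yellow fluorescence (Ex 488/Em 500-530).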
Vif-APOBEC3G blk: inhibitors of Vif-APOBEC3G interaction | Q9HC16 | HeLa A3G-eYFP + Vif (tagged APOBEC3G with the HIV-1 protein that degrades it), YFP fluorescence, overnight | Potency, µM (series often up to 46.1 µM), for the others: at the highest dose activity, negative = active, most hits filed as inhibitors | hit rate 0.076% among 410,000;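 further: potency means the concentration at half of the fitted maximal effect; on the % scale 0 is the no-effect control and ±100 the full control effect; nearly all actives have a fitted effect of over 60% in size; hits raise eYFP signal because A3G escapes Vif-driven loss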
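Read-out is eYFP fluorescence (Ex 488/Em 500-530) from Vif-expressing HeLa A3G-eYFP cells; more signal means A3G escaped Vif-mediated degradation. Cells plated overnight, compound pinned in, incubated overnight at 37 deg C.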
RXFP1 ag: agonists of human relaxin receptor RXFP1. Q9HBX9. HEK293T-RXFP1 cAMP TR-FRET, 30 min; response scale: percent of porcine relaxin response, buffer zero. Potency, µM (top dose mostly 57.5 µM), inactives show at the top dose activation, usual class: activators. hit rate 0.3% among 370,000; further: potency means the concentration at half of the fitted maximal effect; on the % scale 0 is the no-effect control and ±100 the full control effect; nearly all actives have a fitted effect of over 60% in size; many of its hits are not listed in these tables
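cAMP rise read by TR-FRET after 30 min, 37C compound exposure (up to 58 uM) in RXFP1-transfected HEK293 cells with Ro 20174 present. EC50 from Hill-equation fits, with 29 nM porcine relaxin as 100% and buffer as basal.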
LDHA inh: LDHA (human) enzyme inhibition | P00338 | purified LDHA, NADH/diaphorase-resazurin fluorescence; active compounds read low | activity change, % (values are at about 110 or 230 µM) | hit rate 0.15% among 480,000; in the data active means activity change below about -30%; inconclusive means mostly about -25% to -30%;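 further: plate controls were DMSO wells for no effect and wells without enzyme for full effect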
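Enzyme activity of human lactate dehydrogenase 5 (2 nM; 0.06 mM NADH, 0.2 mM pyruvate, 5 min, RT) is measured via a resazurin/diaphorase fluorescence readout of residual NADH.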
TrxR1 substrate: rat thioredoxin reductase 1 substrate activity; O89049; purified TrxR1 substrate turnover, NADPH consumption readout; Potency, µM (doses to about 114 µM), for the others: at the top dose activity change, negative = substrate turnover; hit rate 0.01% among 390,000; further: potency means the concentration at half of the fitted maximal effect; on the % scale 0 is the no-effect control and ±100 the full control effect; nearly all actives have a fitted effect of over 50% in size
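Rat TrxR1, dispensed at 90 nM, was prereduced with 400 uM NADPH (final) for 5 min at ~22 deg C, then incubated with compound 15 min before 400 uM selenite. A first-read NADPH fluorescence drop versus no-compound background flagged substrates.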
PI4K2A block: PI4K2A (human) kinase inhibition | activity change, negative = inhibition, % at 76.9 µM | purified PI4K2A, ADP-Glo luminescence, 1 h; active compounds read low | Q9BTU6 | hit rate 0.13% among 420,000 | AID 1346378; in the data active means activity change below about -50%; inconclusive means mostly about -30% to -49%;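 further: -100% = wells without enzyme as full effect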
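Compounds are screened against recombinant PI4K2A using PI as substrate and ATP, the latter dispensed at 300 microM. Reactions run one hour at ambient temperature before ADP-Glo detection; full inhibition defined by wells lacking enzyme.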
IDH1 R132H inh: inhibitors of human mutant IDH1 R132H; O75874; Potency, µM (highest dose often 76.6 µM), inactives show top-dose activity change, negative = inhibition, most hits filed as inhibitors; hit rate 0.093% among 390,000; AID 602179; IDH1-R132H enzyme, NADPH consumption, diaphorase/resazurin fluorescence; further: potency means the concentration at half of the fitted maximal effect; on the % scale 0 is the no-effect control and ±100 the full control effect; nearly all actives have a fitted effect of over 65% in size
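IDH1-R132H (0.5 ug/mL dispensed) in pH 7.5 Tris buffer was preincubated 30 min with compound, then given a substrate mix of 0.016 mM NADPH and 2 mM alpha-KG for 80 min at room temperature; remaining NADPH was read by diaphorase/resazurin fluorescence.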
USP1 inh: blocks the human USP1/UAF1 deubiquitinase complex. O94782. recombinant USP1/UAF1, Ub-Rhodamine cleavage fluorescence. AID 743255. hit rate 0.23% among 390,000. Potency, µM (doses to about 57.1 µM), for the others: top-dose activity change, negative = inhibition, usual class: inhibitors; further: potency means the concentration at half of the fitted maximal effect; on the % scale 0 is the no-effect control and ±100 the full control effect; nearly all actives have a fitted effect of over 60% in size; inactives centre near -12
Target sequence (O94782 whole entry, looked up): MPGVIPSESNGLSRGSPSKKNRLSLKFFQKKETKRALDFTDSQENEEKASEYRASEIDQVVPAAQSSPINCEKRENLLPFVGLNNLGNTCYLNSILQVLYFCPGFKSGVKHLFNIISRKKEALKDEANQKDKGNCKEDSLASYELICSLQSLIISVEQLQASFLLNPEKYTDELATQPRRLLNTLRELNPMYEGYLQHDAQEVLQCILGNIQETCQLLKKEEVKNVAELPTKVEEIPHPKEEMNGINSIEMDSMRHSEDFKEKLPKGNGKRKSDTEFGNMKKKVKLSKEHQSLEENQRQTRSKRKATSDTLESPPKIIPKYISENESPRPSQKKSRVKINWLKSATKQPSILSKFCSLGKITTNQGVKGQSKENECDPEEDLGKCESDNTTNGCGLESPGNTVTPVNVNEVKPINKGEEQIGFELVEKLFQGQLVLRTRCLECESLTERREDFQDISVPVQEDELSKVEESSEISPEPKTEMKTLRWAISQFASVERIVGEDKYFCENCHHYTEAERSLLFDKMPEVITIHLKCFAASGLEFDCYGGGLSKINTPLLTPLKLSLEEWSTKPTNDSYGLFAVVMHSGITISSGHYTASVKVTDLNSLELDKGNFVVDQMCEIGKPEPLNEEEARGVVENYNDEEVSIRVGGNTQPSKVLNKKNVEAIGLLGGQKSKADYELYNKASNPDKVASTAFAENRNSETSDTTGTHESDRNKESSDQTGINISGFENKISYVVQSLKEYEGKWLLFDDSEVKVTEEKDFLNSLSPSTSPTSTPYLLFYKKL
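Step one: compound is pinned into 1nM USP1/UAF1 in HEPES pH 7.8 buffer with TCEP. Step two: 15 min room-temperature incubation. Step three: Ub-Rho (150nM final) starts cleavage, tracked by fluorescence over six one-minute reads.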
GRP78 ERSR act: ER stress response induction in glioma; U87-MG GRP78 promoter luciferase reporter, 16 h; Potency, µM, for the others: at the highest dose activation, actives largely listed as activators; hit rate 0.02% among 420,000; further: potency means the concentration at half of the fitted maximal effect; series mostly up to about 76 µM; % of control where 0% means no effect; nearly all actives have a fitted effect of over 35% in size
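ERSR induction read as luciferase luminescence (Bright-Glo, 10 min at room temperature) in stably transfected human U87-MG glioma cells exposed to compounds for 16 h, using GRP78 as sensor.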
Active calls of the source: *; ? = inconclusive; nt = no result given; & = joins results of further samples; [ ] = remark or other dose. Unless noted, the call rests on the fitted dose curve; in most records, active means well fitted curve in the direction sought with a large enough effect; inconclusive means small, poorly fitted or top-dose-only effect, or another doubt; inactive means no such curve, though single readings can be large; an effect the other way counts as inactive or inconclusive. These rows are one share of the data; the hit share may differ from the screen's.

| Vif-APOBEC3F blk | Vif-APOBEC3G blk | RXFP1 ag | SMILES | LDHA inh | TrxR1 substrate | PI4K2A block | IDH1 R132H inh | USP1 inh | GRP78 ERSR act |
| --- | --- | --- | --- | --- | --- | --- | --- | --- | --- |
| ? | -4% | 0.8% | C=C(C)C(=O)OCC(=O)NCc1ccccc1 | -4 | 4%[57.1 µM] | 2 | 0% | -2% | 8% |
| 7%&4% | -5%&0% | 5.7%&11% | Cc1cccc(CNC(=O)Cn2ccc3cc(S(=O)(=O)N4CCCC4)ccc32)c1 | -1&0 | 6%[57.1 µM] | 0&-2 | -5%&-2% | ? | -2%&-5% |
| -13% | 1% | 2.3% | CN(C)S(=O)(=O)c1ccc(C(=O)N(c2ccccn2)c2ccccn2)cc1 | -1 | -8% | 0 | 3% | -12% | -4% |
| -5% | 1% | 0.4% | CC1(C)CC(=O)C2=C(C1)Oc1ncn(CCCO)c(=N)c1C2c1ccccc1 (centres undefined) | -14 | 1%[57.1 µM] | 6 | -6% | 2% | -4% |
| 9% | 3% | 5.4% | CCOC(=O)CN=C(NS(=O)(=O)c1ccc(Cl)cc1)c1ccccc1 | -3 | -4% | -4 | 2% | -22% | -3% |
| 11% | -1% | 0.1% | Cc1cccc(-c2nc3ccccc3c(=O)n2NC(=S)N(C)C)c1 | -9 | -8% | 0 | -1% | -2% | 3% |
| 5% | -4% | 0.6% | Cc1ccccc1NC(=O)COC(=O)c1ccc2c(c1)OCCO2 | -7 | 0% | 0 | 0% | -14% | 0% |
| -13% | -6% | -1.4% | COCCCNC(=O)CSc1nc2ccccc2c(=O)n1CCc1ccc(S(N)(=O)=O)cc1 | -17 | -3% | 0 | -20% | -15% | -1% |
| 0% | 1% | -3.6% | COc1ccc(N(CC(=O)NCc2ccccc2OC)S(=O)(=O)c2ccccc2)cc1 | -7 | -13% | 12 | -11% | -3% | -3% |
| -8% | ? | -1.9% | COc1cc(OC)cc(C(=O)Nc2nc(CC(=O)NCc3ccc(F)cc3)cs2)c1 | -4 | 24% | -3 | -2% | -28% | -2% |
| -29% | -4% | -1.2% | O=[N+]([O-])c1ccc(N2CCCCC2)cc1NCCOc1ccccc1 | -5 | -10% | -6 | -1% | -12% | 2% |
| nt | -3% | nt | c1ccc(OCCNc2ccn3nc(-c4ccco4)cc3n2)cc1 | -16 | nt | 2 | nt | nt | 17% |
| 5% | -8% | 6.4% | O=C(NC(=S)Nc1cccc2c(O)cccc12)c1cccc(Br)c1 | 0 | -6% | 1 | 6% | -17% | -12% |
| 0% | -10% | nt | C=CCn1c(SCC(=O)NC2(C)CCS(=O)(=O)C2)nc2ccccc21 (centres undefined) | -2 | 3% | 9 | 11% | -6% | -3% |
| -21% | 0% | 0.8% | C[C@]12CCC3C(CC[C@H]4CC(O)CC[C@]34C)C1CC/C2=N/O (some centres undefined) | 6 | 9%[57.1 µM] | 0 | 0% | -14% | -3% |
| 4% | -4% | -0.2% | O=C(NNC1OC(CO)C(O)C(O)C1O)c1cccc(Br)c1 (centres undefined) | -3 | -2% | 4 | 7% | -1% | -2% |
| -11% | -4% | -0.3% | COC(=O)/C(=C(/F)Sc1cc(C)c(O)c(C)c1)C(F)(F)F | 3 | -2% | -2 | ? | -6% | -1% |
| ? | -21% | 2.7% | N#C/C(=C\C=C\c1ccccc1)C(=O)NCc1ccco1 | -3 | 7%[57.1 µM] | -2 | 0% | -19% | 0% |
| ? | -16% | 17% | Cc1c(C(=O)Nc2cccc(F)c2)sc2nc(-c3cc4ccccc4oc3=O)[nH]c(=O)c12 | 7 | -1% | -1 | 16% | ? | -3% |
| 2% | 4% | 1.1% | Cc1cc(N2CCN(C)CC2)nc2ccc(NC(=S)NCCC(C)C)cc12 | -3 | -2% | 3 | -1% | -9% | 5% |

In the list so far, these have an aryl methoxy group:
| Vif-APOBEC3F blk | Vif-APOBEC3G blk | RXFP1 ag | SMILES | LDHA inh | TrxR1 substrate | PI4K2A block | IDH1 R132H inh | USP1 inh | GRP78 ERSR act |
| --- | --- | --- | --- | --- | --- | --- | --- | --- | --- |
| 0% | 1% | -3.6% | COc1ccc(N(CC(=O)NCc2ccccc2OC)S(=O)(=O)c2ccccc2)cc1 | -7 | -13% | 12 | -11% | -3% | -3% |
| -8% | ? | -1.9% | COc1cc(OC)cc(C(=O)Nc2nc(CC(=O)NCc3ccc(F)cc3)cs2)c1 | -4 | 24% | -3 | -2% | -28% | -2% |

Back to the main list, repeating the 4 entries before the break.
| Vif-APOBEC3F blk | Vif-APOBEC3G blk | RXFP1 ag | SMILES | LDHA inh | TrxR1 substrate | PI4K2A block | IDH1 R132H inh | USP1 inh | GRP78 ERSR act |
| --- | --- | --- | --- | --- | --- | --- | --- | --- | --- |
| -11% | -4% | -0.3% | COC(=O)/C(=C(/F)Sc1cc(C)c(O)c(C)c1)C(F)(F)F | 3 | -2% | -2 | ? | -6% | -1% |
| ? | -21% | 2.7% | N#C/C(=C\C=C\c1ccccc1)C(=O)NCc1ccco1 | -3 | 7%[57.1 µM] | -2 | 0% | -19% | 0% |
| ? | -16% | 17% | Cc1c(C(=O)Nc2cccc(F)c2)sc2nc(-c3cc4ccccc4oc3=O)[nH]c(=O)c12 | 7 | -1% | -1 | 16% | ? | -3% |
| 2% | 4% | 1.1% | Cc1cc(N2CCN(C)CC2)nc2ccc(NC(=S)NCCC(C)C)cc12 | -3 | -2% | 3 | -1% | -9% | 5% |
| 4% | 2% | 0.2% | Cc1oc(-c2ccc(Cl)cc2)nc1CS(=O)CC(=O)NCCCN(C)C1CCCCC1 (centres undefined) | -1 | -5% | 1 | 8% | -18% | -2% |
| -3% | 0% | -0.3% | Cc1c(N(C)S(=O)(=O)c2cccc(C(=O)NCC3CCCO3)c2)c(=O)n(-c2ccccc2)n1C (centres undefined) | -4 | -14% | 0 | -3% | 4% | -2% |
| -24% | -8% | 0.4% | Cc1sc2nc(CSCC(=O)NC3CCCCC3)[nH]c(=O)c2c1C | -4 | -8% | -5 | -2% | 0% | -2% |
| 5% | -10% | nt | O=C(CSc1nnc(-c2ccccc2)c(-c2ccccc2)n1)NCC1CCCO1 (centres undefined) | -3 | 1% | -18 | -10% | -5% | -4% |
| -10% | -1% | -0.1% | NC(=O)Cn1cnc(-c2ccccc2)c1 | -7 | 0% | -3 | -1% | -6% | -3% |
| -1% | 4% | 2.2% | CCCCCCCCCCOC(=O)C[N+](C)(C)CC1CCCCC1O (centres undefined) | -5 | 8%[57.1 µM] | 0 | 6% | -12% | -2% |
| nt | 1% | nt | CCc1nc2ccc(C(=O)NCCCn3ccnc3)cn2c1N(C)Cc1cccs1 | 2 | nt | -2 | nt | nt | -2% |
| 6% | -4% | -0.8% | COC(=O)c1cc(C#N)c(SCc2ccccc2)nc1C | -4 | -2% | 0 | 6% | -10% | 3% |
| 7% | -2% | -1.0% | CCOC(=O)Cn1c(=O)n(Cc2ccco2)c(=O)c2ccc(C(=O)NCCc3ccccc3)cc21 | 10 | 9% | 5 | 2% | -25% | -5% |
| 3% | 2% | 0.0% | Cc1ccc2c(C)c(C(=O)N(C)Cc3ccncn3)oc2c1C | -1 | 6% | 5 | -5% | -17% | 1% |
| 6% | 0% | 0.6% | Cc1cc(O)c(C2=Nc3ccccc3SC(c3ccc(Cl)cc3)C2)c(=O)o1 (centres undefined) | -4 | -7% | -3 | 4% | -22% | 7% |
| -11% | -8% | 0.4% | COc1ccc2oc(C(=O)OCC(=O)Nc3ccc(OC)c(S(N)(=O)=O)c3)c(C)c2c1 | -1 | 58%[activator] | 4 | 9% | -16% | 2% |
| -7% | -7% | 1.1% | O=Nc1c(O)[nH]c2ccc(Cl)cc12 | -2 | -5% | 10 | 2% | -13% | 1% |
| 18% | -8% | -0.2% | CCOC(=O)n1c(=O)[nH]c2ccc(Br)cc21 | -7 | -6%[57.1 µM] | 4 | -8% | -17% | -1% |
| -14% | 0% | -0.6% | Clc1cncc(Cl)c1NNc1c2ccccc2nc2ccccc12 | -4 | 32%[activator] | 0 | 0% | 1% | -2% |
| 8.9µM* | ? | -0.2% | CCc1ccc(N=Nc2ccc(O)c3[nH]cnc23)cc1 | -9 | 12%[57.1 µM] | -4 | -19% | -14% | -2% |
| -3% | -1% | nt | CC(C)CC(C(=O)OCC(=O)N1CCN(c2ccccc2)CC1)N1C(=O)c2ccccc2C1=O (centres undefined) | -2 | -15% | 1 | 5% | -2% | -5% |
| -9% | -2% | 3.8% | CC1CCN(C(=O)CSc2nnc(N)s2)CC1 | -3 | 5% | -4 | -1% | -20% | -5% |
| -4% | 1% | -1.0% | Cc1cc(C)cc(OCC(=O)OCC(=O)c2cc(C)n(C3CC3)c2C)c1 | 0 | -11% | -1 | 1% | -6% | 0% |
| 2% | -1% | 0.8% | Cc1ccc2nc(Nc3ccc(Br)cc3)nc(-c3ccccc3)c2c1 | -3 | -1% | 3 | -3% | -26% | -4% |
| -10% | -7% | -0.4% | Cc1ccc(Oc2ncccc2CO)cc1 | -3 | -2%[57.1 µM] | -5 | -5% | 0% | 0% |
